EPAC2 agonist = qHTS for Agonist of cAMP-regulated guanine nucleotide exchange factor 4 (EPAC2): primary screen. 360,000 tested, 0.079% active. Potency, µM (titrated, usually from 154 µM), for the others: at the top dose activation, hits mostly activators. Rap guanine nucleotide exchange factor 4 (Homo sapiens), Q8WZA2. EPAC2 activation, biochemical qHTS; response scale: 100% = 6.5 mM cAMP response; note: nearly all actives have a fitted effect of over 50% in size
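Each well held 100 nM EPAC2, 250 nM RAP1B-BODIPY-GDP and 50 uM GDP. Fluorescence, read at 5-min intervals to 30 min, was referenced to a 6.5 mM cAMP positive control.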
EPAC1 antag = qHTS for Antagonist of cAMP-regulated guanine nucleotide exchange factor 3 (EPAC1): primary screen | Potency, µM (top dose mostly 115 µM), inactives show at the top dose activity change, negative = inhibition, hits mostly inhibitors | Rap guanine nucleotide exchange factor 3 (Homo sapiens), O95398 | EPAC1 GEF assay, Rap1b-BODIPY-GDP exchange fluorescence | 360,000 tested, 0.14% active;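 note: plate controls were vehicle for no effect and positive control for full effect; nearly all actives have a fitted effect of over 50% in size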
FUS yeast rescue = qHTS for Suppressors of FUS Proteinopathy: Primary screen using FUS-linked yeast assay. S. cerevisiae FUS-expressing, growth rescue, OD600, 24 h. Potency, µM (titrated, usually from 76.6 µM), for inactives: at the highest dose growth rescue (activation), hits mostly activators. 390,000 tested, 0.24% active. AID 1347120, 2019;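 note: plate controls were DMSO vehicle for no effect and reference control for full effect; nearly all actives have a fitted effect of over 55% in size; some results filed as inactive show a strong effect at the top dose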
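Steps: raffinose overnight preculture; dilution to OD 0.005 in 2% galactose minimal medium; compound addition (concentration series); 24hr at 30C, 99% humidity; absorbance read at 600 nm.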
PTHR1 agonist = qHTS for PTHR1 Agonists: Primary Screen. Potency, µM (top dose mostly 115 µM), for the others: at the top dose activation, most hits filed as activators. Parathyroid hormone/parathyroid hormone-related peptide receptor (Homo sapiens), Q03431. AID 743266, 2014. 410,000 tested, 0.075% active. HEK293 GP2 PTHR1 cells, GloSensor cAMP luminescence, 1 h; note: nearly all actives have a fitted effect of over 55% in size; some results filed as inactive show a strong effect at the top dose; inactives centre near -15; many of its hits are not listed in these tables
Target sequence (Q03431 whole entry, looked up): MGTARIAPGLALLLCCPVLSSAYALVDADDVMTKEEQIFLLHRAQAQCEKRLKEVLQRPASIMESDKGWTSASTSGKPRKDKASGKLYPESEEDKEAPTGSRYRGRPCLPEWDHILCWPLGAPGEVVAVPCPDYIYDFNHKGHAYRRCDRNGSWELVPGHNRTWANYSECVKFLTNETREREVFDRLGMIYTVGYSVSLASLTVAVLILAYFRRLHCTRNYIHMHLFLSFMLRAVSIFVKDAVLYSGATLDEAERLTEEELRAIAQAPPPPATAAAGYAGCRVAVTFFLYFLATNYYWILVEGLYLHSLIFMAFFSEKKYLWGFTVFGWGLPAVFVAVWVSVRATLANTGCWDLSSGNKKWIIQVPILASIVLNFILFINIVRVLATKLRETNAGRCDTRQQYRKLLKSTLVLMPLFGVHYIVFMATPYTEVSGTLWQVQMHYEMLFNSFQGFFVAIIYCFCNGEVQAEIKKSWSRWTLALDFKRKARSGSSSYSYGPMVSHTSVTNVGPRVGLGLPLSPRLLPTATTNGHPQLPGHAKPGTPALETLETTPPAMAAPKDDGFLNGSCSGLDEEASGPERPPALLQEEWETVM
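HEK-293-derived GP2 cells expressing PTHR1 and a GloSensor cAMP reporter, 3,000/well, plated overnight, given luciferin plus IBMX (each 0.5 mM as added) for 1 h at 37 °C, then compound for 1 h at 37 °C. Luminescence was read after 15 min at room temperature.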
EPAC2 antag = qHTS for Antagonist of cAMP-regulated guanine nucleotide exchange factor 2 (EPAC2): primary screen | Rap guanine nucleotide exchange factor 4 (Homo sapiens), Q8WZA2 | EPAC2 GEF exchange of Rap1B-BODIPY-GDP, fluorescence | Potency, µM (highest dose often 114 µM), for inactives: at the highest dose activity, negative = inhibition, most hits filed as inhibitors | 360,000 tested, 0.18% active | AID 720708, 2013; note: % is set by controls: 0 for no effect and ±100 for the full control effect; nearly all actives have a fitted effect of over 45% in size; many of its hits are not listed in these tables
TDP43 rescue = qHTS of TDP-43 Inhibitors; 410,000 tested, 1.8% active; AID 652104, 2013; Potency, µM (highest dose often 46.1 µM), inactives show at the top dose growth rescue (activation), most hits filed as activators; TDP-43 expressing yeast growth rescue, BacTiter-Glo, 24 h; note: % of control where 0% means no effect; nearly all actives have a fitted effect of over 50% in size
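Luminescence from BacTiter-Glo reports growth of TDP-43-expressing yeast after 24 hr at 30 deg C with compound. Cells were raffinose-pregrown to mid-log, then seeded in galactose medium at OD600=0.02.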
aSyn yeast inh = qHTS of alpha-syn Inhibitors | Yeast expressing alpha-synuclein, growth rescue, BacTiter-Glo, 24 h | Potency, µM (top dose mostly 46.1 µM), for inactives: at the top dose growth rescue (activation), usual class: activators | 370,000 tested, 0.14% active | AID 652106, 2013; note: % of control where 0% means no effect; nearly all actives have a fitted effect of over 65% in size
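Screening used galactose-induced yeast with toxic alpha-synuclein levels, exposed to compound for 24 hr at 30 deg C. Cell growth, read with BacTiter-Glo luminescence, gave the measured signal.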
EPAC1 ag = qHTS for Agonist of cAMP-regulated guanine nucleotide exchange factor 3 (EPAC1): primary screen; EPAC1 agonist qHTS, biochemical assay; response scale: 100% = response to 6.5 mM cAMP; 360,000 tested, 0.073% active; Potency, µM (doses to about 154 µM), for inactives: top-dose activation, hits mostly activators; Rap guanine nucleotide exchange factor 3 (Homo sapiens), O95398; note: nearly all actives have a fitted effect of over 60% in size
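Nucleotide exchange assay: 100 nM EPAC1 with 250 nM Rap1B loaded with BODIPY-GDP and 50 uM GDP, room temperature. Fluorescence (480/540 nm) read every 5 min for 30 min; signal change normalized to 6.5 mM cAMP as full agonist.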
* marks the source's active call; other numbers are inactive results; i = inactive; ? = inconclusive; . = not tested or not shown; & = joins results of further samples; [ ] = remark or other dose. Calls come from the whole dose curve; as a rule, active = well fitted curve in the direction sought with a large enough effect; inconclusive = small, poorly fitted or top-dose-only effect, or another doubt; inactive = no such curve, though single readings can be large; an effect the other way counts as inactive or inconclusive. Potency is the fitted concentration of half-maximal effect.

SMILES | EPAC2 agonist | EPAC1 antag | FUS yeast rescue | PTHR1 agonist | EPAC2 antag | TDP43 rescue | aSyn yeast inh | EPAC1 ag
COC(=O)N1C(=O)[C@](Cc2ccccc2)(c2ccccc2)N1C(=O)OC | 9% | -12% | -9% | -86%[inhibitor] | 5% | 18µM* | 4% | -12%
N#C/C(=C/c1ccccc1[N+](=O)[O-])C(=O)NCc1ccco1 | 1% | 20% | 13% | -14% | 16% | 24% | -8% | 3%
CCOc1ccc(-c2cc(C(=O)N3CCN(c4ccccn4)CC3)c3ccccc3n2)cc1 | 14% | 8% | 34% | -76%[inhibitor][57.5 µM] | 6% | 0% | 0%&5%&-7% | 2%
O=C(CSc1nc2[nH]c(=O)cc(O)c2s1)NCCc1ccccc1 | 9% | -5% | 16% | i | 6% | -1% | -1% | -1%
Cc1ccccc1CN1CCSc2sccc2C1=O | 1% | -8% | -11% | -1% | -7% | ? | 23% | 0%
COc1ccccc1NC(=O)COc1ccc2ccccc2c1 | 14% | -20% | 7% | -45%[inhibitor] | -10% | ? | -6% | 8%
CCN(CC)S(=O)(=O)c1cc(NS(=O)(=O)c2c(Cl)cccc2Cl)ccc1C | 14% | -25% | . | -23% | -6% | 0% | 1% | -9%
Cc1ccc2occ(/C=N/NC(=O)c3ccncc3)c(=O)c2c1 | 4% | 13% | 0% | -6% | 0% | ? | -17% | 1%
O=C(NCc1cnn(-c2ccc(F)cc2)c1)C1CCC(=O)N(C2CC2)C1 (stereo not drawn) | -4% | -10% | . | -15% | -3% | 24% | 1% | 6%
O=C(Cn1cnc2c(nnn2Cc2ccccc2)c1=O)N1CCCc2ccccc21 | 10% | 5% | -13% | -13% | 3% | 4% | -2% | -3%
COc1ccc(N(CC(=O)Nc2ccc(C)cc2)S(=O)(=O)c2c(C)noc2C)cc1 | 11% | -20% | -25% | -13% | -1% | 11% | -3% | -13%
CCCc1cc(CN(C)C(=O)CC2C(=O)NCCN2Cc2ccccc2C)[nH]n1 (stereo not drawn) | 4% | 1% | . | i | 8% | 20% | -1% | -5%
COc1ccc(CCNS(=O)(=O)c2csc(C(N)=O)c2)cc1OC | 7% | 0% | -12% | i | 0% | -3% | -7% | -3%
Cc1nc2c3ccccc3n(CC(=O)c3ccc(F)cc3)c(=O)n2n1 | 1% | ? | -1% | i | -14% | 13% | 1% | 0%
CC(C)CCNC(=O)NC(=O)COC(=O)CCN=C1NS(=O)(=O)c2ccccc21 | 6% | -17% | 3% | i | 2% | . | 0% | -1%
CCN1CCN(S(=O)(=O)c2ccc(Cl)c(C(=O)N(C)Cc3cccc(Cl)c3Cl)c2)CC1 | -2% | -12% | 22% | -34% | 4% | 8% | 0% | ?
COc1cc2nc(SCC(=O)c3ccc(Br)cc3)n3nc(C)nc3c2cc1OC | 0% | -5% | . | -27% | 2% | 12% | 2% | -1%
Cc1c(NC(=O)Nc2ccc([N+](=O)[O-])cc2)c(=O)n(-c2ccccc2)n1C | 7% | -9% | -3% | -6% | 2% | -11% | -13% | 8%
CC(=O)c1ccc(NC(=O)C(C)OC(=O)COc2ccc(C#N)cc2)cc1 (stereo not drawn) | -12% | -26% | . | i | -2% | 4% | 3% | -4%
Cc1cc(Cl)ccc1OCC(=O)N/N=C1\CC2C=CCC12 (stereo not drawn) | 14% | -13% | . | -16% | -9% | 10% | -5% | 9%
COc1cccc(C(=O)Nc2ccc(-c3nc4ccc(C)cc4s3)cc2)c1OC | . | . | -13% | -76% | . | 15% | -6% | .
O=C1NC[C@H](c2ccccc2)N(CCc2cc(C(F)(F)F)cc(C(F)(F)F)c2)C1=O | -11% | -7% | ? | i | ? | 1% | 3% | -18%
Cc1cccc(N2CCN(C(=O)C3CCN(c4ncnc5c4nc4n5CCCCC4)CC3)CC2C)c1 (stereo not drawn) | -7% | -2% | ? | -49%&-32%[inhibitor] | -7% | 20%&46% | ? | 2%
CCCCc1nc2sc3c(c2c(=O)[nH]1)CC(C)(C)OC3 | -6% | -11% | -29% | -26% | 4% | -10% | -1% | -6%
Brc1ccc(CN2CCN(c3ccccn3)CC2)s1 | 15% | -2% | 3% | -91%[inhibitor] | -5% | -14% | 6% | 13%
Next part
SMILES | EPAC2 agonist | EPAC1 antag | FUS yeast rescue | PTHR1 agonist | EPAC2 antag | TDP43 rescue | aSyn yeast inh | EPAC1 ag
CCOc1ccc(N(CC(=O)NC2CCCC2)C(=O)CCC(=O)Nc2ccccn2)cc1 | -3% | -5% | 2% | -14% | 5% | 24% | 2% | 15%
OC1(c2ccccc2)CCN(Cc2ccccc2)C2CCCCC21 (stereo not drawn) | 4% | -3% | . | i | 11% | -7% | -2% | -6%
CC1CCCN(S(=O)(=O)c2ccc(NC(=O)CCN3C(=O)c4ccccc4C3=O)cc2)C1 (stereo not drawn) | 9% | -20% | -11% | i | -5% | -6% | -1% | 12%
CCn1cc(S(=O)(=O)NCc2ccc3c(c2)OCO3)cn1 | -2% | -18% | 4% | i | 3% | -5% | 3% | 7%
CCN1CC(=O)Nc2cc(S(=O)(=O)N3CCOCC3)ccc21 | 12% | -7% | 13% | -11% | 8% | -12% | -2% | -5%
Cc1c(C(=O)N2CC(C(=O)N3CCCCC3)Oc3ccccc32)oc2ccccc12 (stereo not drawn) | 1% | 6% | 17% | i | 3% | ? | 11% | 3%
COc1ccc(C2N(c3ccccn3)C(=O)C3CCCN32)c(OC)c1 (stereo not drawn) | -1% | 0% | 12% | i | -3% | 8% | 2% | 0%
CN(C)/N=C/c1c(O)ccc2ccccc12 | -9% | -7% | -11% | i | -1% | -11% | 18% | 0%
O=C(CSCc1ccc(Cl)cc1)NCc1ccccn1 | 5% | -23% | -17% | 21% | -2% | 1% | -9% | -7%
Cc1c(NC(=O)c2cc(=O)[nH]c3ccccc23)c(=O)n(-c2ccccc2)n1C | 10% | 1% | 14% | -6%[57.5 µM] | -7% | 8% | -2% | 5%
CCCCNC(=O)c1onc(CSc2cccc(Cl)c2)c1C(=O)O | 0% | -2% | -8% | i | ? | -14% | -10% | -13%
Cc1ccc(C(=O)OCC(=O)N2CCOCC2)c(C)c1 | 6% | -15% | -34% | -12% | 1% | -10% | 4% | 5%
CC(NC(=O)c1ccccc1F)c1ccccc1 (stereo not drawn) | -5% | 10% | -27% | i | -7% | 11% | 0% | 8%
Cc1ccc(C)c(Oc2coc3cc(O)ccc3c2=O)c1 | -11% | -2% | -19% | -96%[inhibitor] | ? | 8% | -20% | -11%
Cc1ccccc1NC(=O)c1ccc(CN(c2ccccc2)S(=O)(=O)c2ccccc2)cc1 | 11% | -4% | . | i | -10% | 2% | -1% | 8%
COc1ccc(-c2ccc(SCC(=O)Nc3nnc(C)s3)nn2)cc1 | 4% | -10% | -4% | -8% | 16% | -8% | 6% | -4%
N#C/C(=C\c1ccc(N2CCCCC2)o1)C(N)=O | 5% | ? | 0% | i | -23% | 3% | 0% | 9%
CCCCN1C(=O)C(CC(=O)NCCCCc2ccccc2)CC(C(=O)N2CCOCC2)=C1C (stereo not drawn) | 0% | 9% | -10% | -19% | 2% | 25% | 20µM* | -4%
CS(=O)(=O)Nc1ccccc1-c1ccc2nccn2c1 | 9% | -2% | -10% | i | -7% | 15% | -4% | 2%
CC1(c2ccccc2)NC(=O)N(CCN2C(=O)c3ccccc3C2=O)C1=O (stereo not drawn) | 4% | 16% | 13% | i | 11% | 18% | 2% | 3%
O=C(N/N=C/c1cccc2ccccc12)c1cc2ccccc2o1 | 1% | ? | 13% | ? | -2% | 5% | -3% | 7%
CC(=O)NC1C(=O)N(CCc2ccccc2)c2ccccc21 (stereo not drawn) | 5% | 15% | 8% | i | 12% | 3% | -5% | -7%
CCOC(=O)c1c(/N=C/C2=C(O)CCCC2=O)sc2c1CCCC2 | 6% | -1% | 24% | -24% | ? | 10% | 18% | -10%
CCOC(=O)CNC(=O)N(C)[C@H]1C[C@H]2c3[nH]c4ccccc4c3CCN2C[C@H]1[C@H](C)O | 12% | 8% | -17% | -19% | 13% | 15% | -2% | 2%
CCC(CC)C(=O)OCC(=O)Nc1cc(OC)c([N+](=O)[O-])cc1C | 2% | 5% | . | i | 21% | ? | 3% | -10%
O=C1c2ccccc2C(=O)N1C1(C(=O)NC2(C(=O)O)CCCC2)CCCC1 | 1% | 4% | 2% | i | 14% | 7% | -9% | 4%
COc1ccc(C(=O)C2CCCN(S(=O)(=O)c3ccc(C(C)=O)cc3)C2)c(C)c1 (stereo not drawn) | 5% | -5% | 41% | -29% | -15% | 18% | 13% | -1%
O=C(NCC1COc2ccccc2O1)c1cn(Cc2ccc(F)cc2)nn1 (stereo not drawn) | -5% | -23% | 14% | i | -20% | 3% | 6% | 0%
Cc1ccccc1Oc1ccc(S(=O)(=O)NCCC(=O)O)cc1 | 7% | 4% | 18% | i | -4% | 1% | ? | 13%
COc1ccc(OCc2cccc(C(=O)NN)c2)cc1 | -1% | -1% | . | -26% | 1% | 0% | -5% | -1%

Profiles from above. Screens in order: EPAC2 agonist | EPAC1 antag | FUS yeast rescue | PTHR1 agonist | EPAC2 antag | TDP43 rescue | aSyn yeast inh | EPAC1 ag
COC(=O)N1C(=O)[C@](Cc2ccccc2)(c2ccccc2)N1C(=O)OC in the list: 9% | -12% | -9% | -86%[inhibitor] | 5% | 18µM* | 4% | -12%
COc1ccc(-c2ccc(SCC(=O)Nc3nnc(C)s3)nn2)cc1 in the list: 4% | -10% | -4% | -8% | 16% | -8% | 6% | -4%
O=C1c2ccccc2C(=O)N1C1(C(=O)NC2(C(=O)O)CCCC2)CCCC1 in the list: 1% | 4% | 2% | i | 14% | 7% | -9% | 4%
COc1ccc(CCNS(=O)(=O)c2csc(C(N)=O)c2)cc1OC in the list: 7% | 0% | -12% | i | 0% | -3% | -7% | -3%
Cc1c(C(=O)N2CC(C(=O)N3CCCCC3)Oc3ccccc32)oc2ccccc12 (stereo not drawn) in the list: 1% | 6% | 17% | i | 3% | ? | 11% | 3%

Assay outcomes deposited in PubChem BioAssay by National Center for Advancing Translational Sciences (NCATS).

A portion of the library; rates above refer to the full screens.
